From PubChem BioAssay
KCNQ1 act: potentiators or activators of KCNQ1 channel, primary screen, cell-based, thallium flux, high-throughput. B-score at 10 µM. 0.35% of 310,000 active. Potassium voltage-gated channel subfamily KQT member 1 (Homo sapiens), P51787. CHO-K1 KCNQ1, thallium flux FluxOR fluorescence; hits give high values;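 active = fluorescence ratio B-score, a plate-corrected score, at least three library SD, with initial intensity B-score within 5 SD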
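System: Stable KCNQ1 CHO-K1 line | Incubation: 90 min dye loading and 20 min compound exposure, both at room temperature | Measure: Ratio B score | Medium: Assay buffer for compound exposure, DMSO matched across wells | Compound dosing: Single-concentration screen | Probe or stimulus: K+/Tl+ depolarizing stimulus | Measured by: Kinetic FluxOR fluorescence, 10 s baseline plus 110 s post-stimulus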
Platelet DG rel: inhibitors of platelet dense granule secretion, primary screen, cell-based, MLPCN, human platelets. inhibition, %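 (compounds screened at 7.5 µM in platelet-rich plasma)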. AID 1663, 2009. 0.22% of 300,000 active. human platelet-rich plasma, SFLLRN dense granule ATP release, luminescence;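 active = mean replicate score, as percent of positive control, at or above 50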
KCNK9 inh: KCNK9 potassium channel inhibitors, primary screen, HEK293 cells, thallium flux; Potassium channel subfamily K member 9 (Homo sapiens), Q9NPC2; FluxOR thallium flux fluorescence; hits give low values; B-score at 10 µM; 1.2% of 310,000 active;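 active = ratio B-score over 3 SD below the library mean, with starting fluorescence within 5 SD of its mean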;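 note: negative B-score means less thallium flux so channel inhibition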
TRPC4 PAM: positive allosteric modulators of TRPC4, primary screen, cell-based, mouse TRPC4beta, HEK293 mu-opioid, Fluo-4 calcium. Short transient receptor potential channel 4 (Mus musculus), Q9QUQ5. DAMGO EC20, Fluo-4 Ca2+ flux; hits give high values. B-score at 10 µM. 0.42% of 310,000 active. AID 2227, 2009;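 active = B-score of calcium response area above 5 SD of library B-scores, with initial fluorescence ratio within 5 SD of library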;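 note: B-score of integrated fluorescence ratio over time as area under calcium response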
Target sequence (Q9QUQ5 whole entry, looked up): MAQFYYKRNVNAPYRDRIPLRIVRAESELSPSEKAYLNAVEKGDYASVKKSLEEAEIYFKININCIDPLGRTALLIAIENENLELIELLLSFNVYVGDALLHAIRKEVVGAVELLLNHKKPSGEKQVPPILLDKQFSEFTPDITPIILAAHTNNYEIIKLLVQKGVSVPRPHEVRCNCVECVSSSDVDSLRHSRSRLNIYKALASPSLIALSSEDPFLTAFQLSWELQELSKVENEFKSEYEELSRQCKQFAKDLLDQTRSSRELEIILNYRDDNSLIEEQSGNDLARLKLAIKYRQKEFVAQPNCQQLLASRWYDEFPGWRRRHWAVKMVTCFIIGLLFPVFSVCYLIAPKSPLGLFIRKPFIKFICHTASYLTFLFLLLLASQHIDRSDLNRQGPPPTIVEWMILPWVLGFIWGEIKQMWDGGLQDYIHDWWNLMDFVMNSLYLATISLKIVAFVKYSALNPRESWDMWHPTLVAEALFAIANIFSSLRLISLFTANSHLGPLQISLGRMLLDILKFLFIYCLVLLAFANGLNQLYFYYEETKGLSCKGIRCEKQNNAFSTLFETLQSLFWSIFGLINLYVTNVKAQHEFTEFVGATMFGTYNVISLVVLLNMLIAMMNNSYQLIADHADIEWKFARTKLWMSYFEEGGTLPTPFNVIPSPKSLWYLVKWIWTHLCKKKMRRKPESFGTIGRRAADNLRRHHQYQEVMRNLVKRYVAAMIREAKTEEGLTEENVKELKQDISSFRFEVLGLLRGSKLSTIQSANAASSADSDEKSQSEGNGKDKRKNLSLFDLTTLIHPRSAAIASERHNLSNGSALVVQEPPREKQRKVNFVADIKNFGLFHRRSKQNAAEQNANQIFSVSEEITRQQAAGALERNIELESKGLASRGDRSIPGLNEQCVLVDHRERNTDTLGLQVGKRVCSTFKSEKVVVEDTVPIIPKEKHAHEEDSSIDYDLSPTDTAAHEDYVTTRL
hERG rescue: hERG rescue from dofetilide block, primary screen, cell-based, CHO-hERG, FluxOR thallium flux, dofetilide IC70; Voltage-gated inwardly rectifying potassium channel KCNH2 (Homo sapiens), Q12809; AID 1511, 2009; activation (rescue from dofetilide block), less the hit threshold, % at 10 µM; 0.51% of 310,000 active; dofetilide IC70 present;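 active = activation above the mean of controls blocked by dofetilide plus 5 SD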;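 note: thallium influx through hERG after potassium depolarization seen as dye fluorescence rise; in these data hits start at about 4.7%; inactives centre near -7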
TRPC4 agonist: activators of mouse TRPC4 channel, primary screen, Fluo4 calcium, HEK293 TRPC4beta/mu-opioid cells; Short transient receptor potential channel 4 (Mus musculus), Q9QUQ5; Fluo4 calcium fluorescence; hits give high values; B-score at 10 µM; 0.49% of 310,000 active; AID 2237, 2010;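 active = B-score above 5 SD of library B-scores, and initial fluorescence ratio not above library mean plus 5 SD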;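 note: positive B-score marks a calcium rise read as TRPC4 activation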
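System – HEK293 cells stably co-expressing mouse TRPC4beta and mu-opioid receptor · Signal – Fluo4 calcium-sensitive dye fluorescence, kinetic, 1 Hz baseline · Benchmarks – buffer (low) and maximal DAMGO (high) · Read-out – B score of integrated fluorescence ratio per well · Incubation – dye loading 45 min room temperature, 110 s kinetic read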
PolyA inh: polyadenylation inhibitors in yeast reporter cells, primary screen, luminescence, S. cerevisiae; S. cerevisiae SKY197-pL101 polyadenylation reporter, beta-gal luminescence; efflux-impaired pdr1/pdr3 knockout yeast; score 100 = 6 SD above DMSO; calls only at 12 µM; 0.02% of 300,000 active; AID 1875, 2009;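 active = lowest replicate activity score at least 50, where 100 means six control SD above control mean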;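 note: yeast exposed to compound for 9 h at 30 °C; higher score means more reporter readthrough which indicates perturbed polyadenylation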
KCNQ1 inh: inhibitors of human KCNQ1 channel, primary screen, cell-based, thallium flux, high-throughput | CHO-K1 KCNQ1, FluxOR thallium flux fluorescence; hits give high values | B-score at 10 µM | 1.3% of 310,000 active | AID 2642, 2010;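 active = compounds whose thallium flux B-score, printed positive for inhibition, exceeds three library SD while starting fluorescence stays within three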;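 note: channel opened by potassium depolarization with thallium stimulus after 20 min compound exposure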
Dyrk1A ADPGlo: rat Dyrk1A kinase inhibitors, primary screen, biochemical, single point, plate reader; Dual specificity tyrosine-phosphorylation-regulated kinase 1A (Rattus norvegicus), Q63470; ADP-Glo luminescence, NFATc1 peptide; inhibition, % at 12.5 µM; 0.43% of 310,000 active; AID 504441, 2011; in the data active = inhibition above about 50%;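 note: plate controls were vehicle with enzyme for no effect and no enzyme for full effect; many of its hits are not listed in these tables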
KCNK3 inh: human KCNK3 channel inhibitors, primary screen, CHO cells, FluxOR thallium flux, B-score; Potassium channel subfamily K member 3 (Homo sapiens), O14649; FluxOR fluorescence; hits give low values; 0.84% of 340,000 active; AID 602410, 2012; B-score at 10 µM;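 active = B-score under library mean minus 4 SD, starting fluorescence ratio at most library mean plus 5 SD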;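 note: more negative B-score means stronger inhibition of thallium flux through KCNK3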
TRPC4 block: inhibitors of mouse TRPC4 channel, primary screen, Fluo4 calcium, HEK293 TRPC4beta/mu-opioid cells; 0.39% of 300,000 active; DAMGO-evoked Fluo4 calcium flux; hits give low values; B-score at 10 µM; AID 2247, 2010; Short transient receptor potential channel 4 (Mus musculus), Q9QUQ5;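 active = B-score over 3 SD under the library average, no early fluorescence shift, positive overall ratio signal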
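System: stable TRPC4beta/mu-opioid receptor HEK293 cells; Dosing: single-point compound dosing; Measured by: Fluo4 Ca2+ flux fluorescence; Read-out basis: per-well B score of integrated baseline-normalized Fluo4 ratio.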
Numbers without * were called inactive; i = inactive; nt = no result given.

Sequence of screens – KCNQ1 act, Platelet DG rel, KCNK9 inh, TRPC4 PAM, hERG rescue, TRPC4 agonist, PolyA inh, KCNQ1 inh, Dyrk1A ADPGlo, KCNK3 inh, TRPC4 block
N#Cc1c(-c2cccnc2)c2c([nH]c1=O)-c1ccccc1OC2
 : i, 7.3, i, i, -12.3, i, i, i, 40.4, i, i
Oc1ccc(-c2nnc(Nc3ccccc3)c3ccccc23)cc1
 : i, -1.7, i, i, -15.6, i, i, i, -8.3, i, i
CC(OC(=O)c1nsc(Cl)c1Cl)C(=O)NC(C)(C)C (stereo unspecified)
 : i, nt, i, i, -3.9, i, i, i, -2.2, i, i
COc1ccc(/C=C2\Sc3ccc(C(=O)NC4CC4)cc3N(C)C2=O)cc1OC
 : i, 37.3, i, i, -7.0, i, i, i, -0.5, i, i
Cc1nnc(SCC(=O)NCCOc2ccc(Cl)cc2)n1-c1ccccc1
 : i, 1.8, i, i, -9.6, i, i, i, -1.4, i, i
CCOc1cccc(CN2CCC(n3nccc3NC(=O)C3CC3)CC2)c1O
 : i, -13.6, i, i, -6.7, i, i, i, -4.0, i, i
N#Cc1ccc(-c2nnnn2-c2ccc3c(c2)OCO3)cc1
 : i, 7.9, i, i, 4.8*, i, i, i, -2.2, i, i
CC(=O)C1=C(O)C(=O)N(Cc2ccco2)C1c1ccccc1 (stereo unspecified)
 : i, -0.4, i, i, 0.5, i, i, i, 0.2, i, i
C/C(=N\NC(=O)Nc1ccccc1)c1ccc2ccccc2c1
 : i, 16.1, i, i, -6.8, i, i, i, -4.5, i, i
Cc1nc(NCCc2ccccc2)c(C#N)c(C)c1[N+](=O)[O-]
 : i, -1.7, i, i, -8.8, i, i, i, -1.0, i, i
CN/C=C1\C(=O)C(C)(C)Oc2ccc3ccc(=O)oc3c21
 : i, -21.0, i, i, -5.5, i, i, i, 39.2, i, i
O=C(CN1CCCCCC1)N/N=C/c1ccc2ccccc2c1
 : i, -0.7, i, i, -2.9, i, i, i, 10.8, i, i
COC(=O)c1sc2ncccc2c1OCc1cccc(Cl)c1
 : i, -8.2, i, i, -18.2, i, i, i, -4.4, i, i
CC1=C(C(=O)OCc2ccccc2)C(c2ccsc2)C(C#N)=C(N)O1 (stereo unspecified)
 : i, -6.1, i, i, -7.7, i, i, i, 1.3, i, i
CCOC(=O)c1[nH]c(C)c(C(=O)OCCN2C(=O)c3ccccc3C2=O)c1C
 : i, -1.8, i, i, -12.7, i, i, i, -0.8, i, i
COc1cc(/C=C/C(=O)OCC(=O)NC(=O)NC(C)C)ccc1OCC#N
 : i, -8.7, i, i, -7.0, i, i, i, 2.3, i, i
CC1=CC(C)(C)N2C(=O)C3(C(C#N)=C(N)Oc4cc(O)ccc43)c3cccc1c32 (stereo unspecified)
 : i, -2.4, i, i, -15.9, i, i, 6*, 4.0, i, i
CCC[C@H]1COCCS(=O)(=O)N1Cc1ccccc1F
 : i, -10.8, i, i, -2.8, i, i, i, 4.7, i, i
COc1ccc(N2CCN(C3CCCN(C(=O)CSC)C3)CC2)cc1 (stereo unspecified)
 : i, 2.3, i, i, -6.6, i, i, i, 2.2, i, i
O=C(O)CCc1ccc(-c2cccs2)n1NC(=O)c1ccc(Cl)cc1Cl
 : i, -8.1, i, i, -11.6, i, i, i, -1.0, i, i

Next part, starting with the last 2 of the part before.
Sequence of screens – KCNQ1 act, Platelet DG rel, KCNK9 inh, TRPC4 PAM, hERG rescue, TRPC4 agonist, PolyA inh, KCNQ1 inh, Dyrk1A ADPGlo, KCNK3 inh, TRPC4 block
COc1ccc(N2CCN(C3CCCN(C(=O)CSC)C3)CC2)cc1 (stereo unspecified)
 : i, 2.3, i, i, -6.6, i, i, i, 2.2, i, i
O=C(O)CCc1ccc(-c2cccs2)n1NC(=O)c1ccc(Cl)cc1Cl
 : i, -8.1, i, i, -11.6, i, i, i, -1.0, i, i
CC(CNc1ccc([N+](=O)[O-])cc1)NC(=O)c1ccccc1Br (stereo unspecified)
 : i, -5.9, i, i, -6.0, i, i, i, 11.2, i, i
CC(C)(C)c1ccc(C2C(C(=O)c3ccco3)=C(O)C(=O)N2CC2CCCO2)cc1 (stereo unspecified)
 : i, -2.3, i, i, -3.1, i, i, i, -3.7, i, i
O=C(O)/C=C/c1ccc(OCc2cccc(F)c2)cc1
 : i, 8.7, i, i, -7.3, i, i, i, 9.6, i, i
CC(NC(=O)COC(=O)CCc1ccccc1)c1ccccc1 (stereo unspecified)
 : i, 6.3, i, i, -4.2, i, i, i, 4.2, i, i
Cc1ccc(C)c(N2CCN(S(=O)(=O)c3cc4c(cc3Cl)NC(=O)CO4)CC2)c1
 : i, -0.4, i, i, -6.7, i, i, i, 0.3, i, i
Cc1ccc2c(c1)nnn2C1CCN(CC(=O)NCc2ccccc2F)CC1
 : i, 9.1, i, i, -4.3, i, i, i, -3.5, i, i
COc1ccc(CNC(=O)CN(CCC(C)C)S(=O)(=O)c2ccc3c(c2)OCCO3)cc1
 : i, -9.8, i, i, -11.8, i, i, i, -0.9, i, i
CCCCCC(=O)NNC(=O)c1ccc(-c2ccccc2)cc1
 : i, 4.5, i, i, -10.1, i, i, i, 1.9, i, i
COCc1nnc(NC(=O)c2ccccc2Oc2ccccc2)s1
 : i, -19.1, i, i, -5.3, i, i, i, nt, i, i
Cc1nc(C(=O)NC2CC2)sc1C1(C)CC(c2cccc([N+](=O)[O-])c2)=NO1 (stereo unspecified)
 : i, -0.5, i, i, -5.6, i, i, i, -1.6, i, i
COc1ccc(C2CC(c3ccccc3)=NN2C(=O)COC(=O)CNC(=O)c2ccccc2)cc1 (stereo unspecified)
 : i, 3.2, i, i, -3.5, i, i, i, -4.1, i, i
O=C(Nc1cccc(C(=O)N2CCCC2)c1)c1ccccc1
 : i, -4.0, i, i, -17.0, i, i, i, -4.3, i, i
CCO[C@H]1OC(C(=O)N2CCOCC2)=C[C@@H](C)[C@@H]1CCCO
 : i, 8.8, i, i, -4.1, i, i, i, 4.2, i, i
Cc1cccc(C(=O)NC(=S)Nc2ccc(S(=O)(=O)N3CCCCC3)cc2)c1
 : i, -25.4, i, i, -12.2, i, i, i, -0.4, i, i
COc1ccc2oc(=O)c(C(=O)NCc3ccc(C)cc3)cc2c1
 : i, -2.1, i, i, -1.1, i, i, i, 3.9, i, i
COc1cc(OC)cc(C(=O)OCC(=O)NC(C)CCc2ccccc2)c1 (stereo unspecified)
 : i, 0.6, i, i, -5.3, i, i, i, 7.4, i, i
O=Nc1c(-c2ccccc2)cc2ccccn12
 : i, 2.2, i, i, -2.2, i, i, i, 20.7, i, i
O=C(NCc1ccco1)C(=O)NCC1OCCCN1S(=O)(=O)c1ccc(F)cc1 (stereo unspecified)
 : i, -0.9, i, i, -5.0, i, i, i, -4.1, i, i
Cc1ccc(N(CC(=O)NCCSCc2ccco2)S(C)(=O)=O)cc1
 : i, 9.2, i, i, -5.7, i, i, i, nt, i, i
COc1cccc(-c2c(C(=O)N/N=C(\C)c3ccco3)nnn2-c2nonc2N)c1
 : i, -4.9, i, i, -8.2, i, i, i, nt, i, i
CC(C)=CCN1CCN(Cc2cn(C(C)C)c3ccccc23)CC1CCO (stereo unspecified)
 : i, -4.2, i, i, -10.8, i, i, i, -2.7, i, i
O=C(CSc1nnc(NC(=O)c2ccc(F)cc2F)s1)NC1CCCC1
 : i, 13.2, i, i, -13.0, i, i, i, -0.1, i, i
CCN(CC)CCNC(=O)c1nn(-c2ccc(C)cc2)c(=O)c2c1c1ccccc1n2C
 : i, -6.4, i, i, -5.2, i, i, i, -3.3, i, i
CCOc1cc(-c2nc(-c3ccccc3OC)no2)cc(OCC)c1OCC
 : i, -0.1, i, i, -9.7, i, i, i, -1.2, i, i
COc1ccc(S(=O)(=O)N2CCOCC2)cc1Br
 : i, -0.6, i, i, -7.5, i, i, i, -0.4, i, i
Cc1ccc(-c2cc(C(=O)N(C)CC(=O)Nc3ccccc3Br)c3ccccc3n2)o1
 : i, -3.8, i, i, -30.9, i, i, i, 16.4, i, i
CCOC(=O)c1sc(NC(=O)CSc2nncs2)c(C(=O)OCC)c1C
 : i, 17.6, i, i, -11.5, i, i, i, -8.9, i, i
c1ccc(C2Nc3ccccc3-c3nc4ccccc4n32)cc1 (stereo unspecified)
 : i, -3.2, i, i, -14.3, i, i, i, 8.5, i, i
Cc1nn(-c2ccccc2)c2c1P(=O)(O)/C(=C1\N(C)c3ccccc3C1(C)C)C=N2
 : i, 0.1, i, i, -1.9, i, i, i, 0.8, i, i

Compounds from the list above that contain an aryl thioether with sulfur outside any ring (3):
Sequence of screens – KCNQ1 act, Platelet DG rel, KCNK9 inh, TRPC4 PAM, hERG rescue, TRPC4 agonist, PolyA inh, KCNQ1 inh, Dyrk1A ADPGlo, KCNK3 inh, TRPC4 block
Cc1nnc(SCC(=O)NCCOc2ccc(Cl)cc2)n1-c1ccccc1
 : i, 1.8, i, i, -9.6, i, i, i, -1.4, i, i
O=C(CSc1nnc(NC(=O)c2ccc(F)cc2F)s1)NC1CCCC1
 : i, 13.2, i, i, -13.0, i, i, i, -0.1, i, i
CCOC(=O)c1sc(NC(=O)CSc2nncs2)c(C(=O)OCC)c1C
 : i, 17.6, i, i, -11.5, i, i, i, -8.9, i, i

A portion of the library, so the mix of outcomes need not match the whole.
